High-throughput results from PubChem BioAssay.
TAAR1 agonist = human TAAR1 agonists, primary screen, Fluo-8 calcium fluorescence, CHO RD-HGA16 cells; vehicle wells 0%, saturating PEA agonist 100%; activation, % at 3 µM; 0.99% of 360,000 active;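 active means activation above the mean activation of all test compounds in the run plus 3 SD, cut at about 38% in these data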
Target sequence (Q96RJ0 whole entry, looked up): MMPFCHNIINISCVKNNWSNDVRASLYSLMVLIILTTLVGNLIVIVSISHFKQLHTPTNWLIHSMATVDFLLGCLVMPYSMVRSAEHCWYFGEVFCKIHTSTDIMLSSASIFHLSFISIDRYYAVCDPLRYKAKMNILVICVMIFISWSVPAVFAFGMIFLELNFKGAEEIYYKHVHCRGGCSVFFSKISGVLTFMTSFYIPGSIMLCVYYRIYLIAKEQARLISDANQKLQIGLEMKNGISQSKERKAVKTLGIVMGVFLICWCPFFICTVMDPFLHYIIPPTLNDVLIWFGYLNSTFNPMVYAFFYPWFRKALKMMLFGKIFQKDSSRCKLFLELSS
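System: CHO-derived RD-HGA16 cells with stable Gα16 and human TAAR1 / Times: 17-24 h plating, Fluo-8 75 min 37 °C, 30 min RT / Technique: calcium-sensitive Fluo-8 signal, excitation 470-495, emission 515-575 nm / Measure: % activation relative to PEA EC100 response / Benchmarks: DMSO and PEA EC100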
TAAR1 antagonist = human TAAR1 antagonists, primary screen, Fluo-8 calcium fluorescence, CHO RD-HGA16 cells | 1.5% of 360,000 active | antagonist | inhibition, % at 3 µM;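 active means inhibition above a per-plate cutoff, the mean inhibition of test compounds on that plate plus 3 SD, cut at about 49% in these data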;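 further: 0% = DMSO plus EC80 beta-PEA response and 100% = DMSO alone without agonist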
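test system = CHO RD-HGA16 cells bearing hTAAR1 | replication = singlicate | controls = DMSO-only wells and EC80 β-PEA-stimulated wells | reagent = EC80 β-phenethylamine stimulus | read-out basis = percent inhibition of PEA-evoked calcium signal, max/basal emission ratio | schedule = seeding 17-24 h prior, 75-min 37 °C, 30-min RT dye loading | signal = kinetic Fluo-8 calcium fluorescence measurement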
An asterisk follows results filed as active. Only part of the results is shown; the hit share may differ from the screen's.

SMILES	TAAR1 agonist	TAAR1 antagonist
Cc1noc(C)c1NC(=O)N(C)C[C@@H]1OCc2cn(nn2)CCCC(=O)N([C@@H](C)CO)C[C@H]1C	1	9
COc1ccc(C2NC(=S)N(Cc3ccc(Cl)cc3)C(C)=C2C(C)=O)cc1 (stereo not drawn)	-1	3
C[C@H](CO)N1C[C@H](C)[C@@H](CN(C)C(=O)Nc2cccc(C(F)(F)F)c2)OCc2cn(nn2)CCCC1=O	4	17
CC(C)CN1C(=O)CSCC1(C)C(=O)NCc1ccccc1 (stereo not drawn)	3	-9
Cc1ccc(C2c3c(-c4ccccc4)n[nH]c3C(=O)N2c2ccccc2)cc1 (stereo not drawn)	4	-38
COC(=O)c1[nH]c2cccc(OC)c2c1NC(=O)CCN1CCN(c2cccc(Cl)c2)CC1	15	38
COC(=O)C[C@H]1C=C[C@H](NC(=O)c2ccccn2)[C@@H](CO)O1	6	-23
Cc1cc(N2CCN(CC(C)(C)O)C[C@H]2C)ccc1N1CCN(CC(C)(C)O)[C@@H](C)C1	1	-11
C[C@H](O)[C@@H]1CN2CCc3ccc(-c4ccc5c(c4)OCO5)cc3[C@@H]2C[C@@H]1N(C)C(=O)c1ccco1	-1	-11
COCCCNC(=O)C[C@@H]1C[C@@]2(C(=O)OC)CC(C)(C)CC=C2N(CCc2ccc(OC)c(OC)c2)C1=O	3	-4
COc1ccc(N2C(=O)c3[nH]nc(-c4ccccc4)c3C2c2cccc(C(F)(F)F)c2)cc1 (stereo not drawn)	13	-46
Cc1cc(Oc2cccnc2)ccc1NC(=O)Cc1cn(C)c2ccccc12	2	1
CC(C)OC(=O)[C@@H](Cc1ccccc1)N[C@H](/C=C/c1ccccc1)[C@@H](O)Cc1ccccc1	0	26
O=C(Cc1cn(Cc2ccccc2)c2ccccc12)Nc1ccc(Nc2cccnc2)c(Br)c1	3	-2
Cc1[nH]c2ccccc2c1CC(=O)Nc1ccc(Nc2cccnc2)c(-c2cc(F)cc(F)c2)c1	3	2
CC(=O)C1=C(C)N(Cc2ccc(Br)cc2)C(=S)NC1c1cccc(Br)c1 (stereo not drawn)	0	6
Brc1ccc(COCCc2cn(Cc3ccccc3)c3ccccc23)cc1	0	-22
Cc1cccc(C)c1NC(=O)C1(C)CN(S(C)(=O)=O)CC(=O)N1CC(F)(F)F (stereo not drawn)	2	-6
O=C(NCC1CCN(C(=O)C(=O)c2cc3ccccc3o2)CC1)c1cc(C(F)(F)F)cc(C(F)(F)F)c1	-2	-21
COC(=O)[C@@]12C[C@@H](CC(=O)NCc3ccccc3)C(=O)N(Cc3ccco3)C1=CCC(C)(C)C2	-1	-7
O=C(NCc1ccccc1)C(c1ccccc1F)n1c(=O)c(-c2ccco2)nc2ccccc21 (stereo not drawn)	0	-17
CC(=O)C[C@@H]1OC[C@H](C(C)C)N1S(=O)(=O)c1ccc(C)cc1	0	-9
O=C(Nc1ccc(F)cc1)C(c1ccccc1)N1CCN(c2cccc(C(F)(F)F)n2)CC1 (stereo not drawn)	6	5
CN(CCO)C(=O)c1nc[nH]c1C(=O)N1CCN(c2ccccc2)CC1	0	-7
CCOC(=O)C1=CC[C@@H](c2ccccc2)N(S(=O)(=O)c2ccc(C)cc2)[C@@H]1C#N	3	29

Part of the list above, set out differently:
canonical_smiles,TAAR1 agonist,TAAR1 antagonist
CN(CCO)C(=O)c1nc[nH]c1C(=O)N1CCN(c2ccccc2)CC1,0,-7
CCOC(=O)C1=CC[C@@H](c2ccccc2)N(S(=O)(=O)c2ccc(C)cc2)[C@@H]1C#N,3,29

Further records
SMILES	TAAR1 agonist	TAAR1 antagonist
CCNC(=O)N1C[C@H]2CON(C)[C@H]2C[C@H]1c1ccc(N2CCCCC2)cc1	1	-18
COC(=O)[C@@]12C[C@@H](CC(=O)N3CCSCC3)C(=O)N(Cc3ccco3)C1=CCC(C)(C)C2	-1	-24
Cc1cccc(C)c1NC(=O)C1(C)CN(S(C)(=O)=O)CC(=O)N1Cc1cccc(F)c1 (stereo not drawn)	2	-12
CCCCCN(C(=O)CCc1cn(CCCCC)c2ccccc12)c1ccc(N(C)c2ccccn2)cc1	-1	-9
COC(=O)C1=C(C)N(Cc2ccccc2C(F)(F)F)C(=NCc2ccc3c(c2)OCO3)NC1CCc1ccccc1 (stereo not drawn)	17	14
CN1CCCCC(NC(=O)c2ccc(Cl)cc2Cl)C1=O (stereo not drawn)	0	-3
Cc1cccc(C)c1NC(=O)C(c1ccc(C(F)(F)F)cc1)n1c(=O)c(-c2cc3ccccc3[nH]2)nc2ccccc21 (stereo not drawn)	-1	-21
CCc1c(-c2ccc(Cl)cc2)ncn1CCc1ccccc1OC	26	36
O=C(/C=C(\Nc1cccc(OC(F)F)c1)c1ccccc1)c1ccccc1	0	31
CCOP(=O)(OCC)C(Nc1cccc(C(F)(F)F)c1)c1ccc(Br)cc1 (stereo not drawn)	-1	-3
O=C(NCC1CCN(C(=O)C(=O)c2cc3ccccc3o2)CC1)c1ccc2c(c1)OCO2	3	-15
C=CCNc1cccc2c1S(=O)(=O)N[C@@H](Cc1ccccc1)CO2	-2	-2
C[C@@H]1ON(C)[C@H]2C[C@H]3c4[nH]c5cccc(Br)c5c4CCN3C(=O)[C@@H]12	11	5
O=c1c2cnn(-c3ccc(F)cc3)c2ncn1Cc1ccccn1	2	10
Cc1ccc(S(=O)(=O)N2CC(CO)=CCC2c2ccccc2)cc1 (stereo not drawn)	0	-3
CCOc1cc(N2CCC(O)CC2)ccc1Nc1ncc2c(n1)N(C)c1ccccc1C(=O)N2C	6	45
COC(=O)[C@]12C[C@H](CC(=O)N3CCSCC3)C(=O)N(Cc3ccc4c(c3)OCO4)C1=C[C@H](C(C)(C)C)O[C@@H]2C	0	-16
COC(=O)[C@@]12C[C@@H](CC(=O)NCCCCc3ccccc3)C(=O)N(Cc3ccc4c(c3)OCO4)C1=CCC(C)(C)C2	1	-61
CCCCCCCCN1C(=O)[C@@H](CC(=O)N2CCCCC2)C[C@@]2(C(=O)OC)C1=C[C@H](C(C)(C)C)O[C@@H]2C	-2	-24
C=CCN=C1NC(CCc2ccccc2)C(C(=O)OC)=C(C)N1Cc1cccc(C(F)(F)F)c1 (stereo not drawn)	25	33
CC(C)(C)C(=O)c1c(N)[nH]c(C(=O)c2ccccc2)c1-c1ccccc1	9	-8
O=C(N[C@H](C(=O)N1CCC[C@H]1C(=O)NC1CCCC1)C1CCCCC1)c1cccs1	-1	-28
CC(=O)C1=C(C)N(Cc2ccc(Cl)cc2)C(=S)NC1c1ccc(Cl)cc1 (stereo not drawn)	2	16
CCC(=O)Nc1cccc(NC(C)=O)c1	2	9
CC(C)CNc1cccc2c1S(=O)(=O)N[C@@H](C)CO2	6	-21
Continued:
SMILES	TAAR1 agonist	TAAR1 antagonist
COc1cc(OC)cc(C(=O)NCC2CCN(C(=O)C(=O)c3cccs3)CC2)c1	0	0
CC1(C)CC(=O)C=C(C2CC2)C1=O	6	-20
O=C(N[C@H](C(=O)N1CCC[C@H]1C(=O)NCCc1ccccc1Cl)c1ccccc1)C1CC1	37	12
COC(=O)c1cc2c(c3c4ccccc4n(S(=O)(=O)c4ccc(C)cc4)c13)C(=O)N(CC(C)C)C2	-2	-45
CN1OC[C@@H]2CN(CC3CCCCC3)[C@H](c3ccc(-c4ccc(C#N)cc4)cc3)C[C@@H]21	3	-37
Cc1ccc(S(=O)(=O)N2[C@@H](CO)CO[C@H]2CC(=O)OCc2ccccc2)cc1	2	-14
O=C(NC1CCCCC1)C(c1ccccc1)n1c(=O)c(-c2cc3ccccc3[nH]2)nc2ccccc21 (stereo not drawn)	0	-23
COC(=O)C1=C(C)N(Cc2ccc(C(F)(F)F)cc2)C(=NCC2CC2)NC1c1cccc(Cl)c1 (stereo not drawn)	25	39
O=C(Nc1ccc(F)cc1)N[C@@H]1CC[C@@H](CCn2cc(-c3ccc(F)cc3)nn2)O[C@@H]1CO	5	-36
CC(C)[C@H](NC(=O)C1CC1)C(=O)N1CCC[C@H]1C(=O)NCCc1ccccc1Cl	62*	69*
COC(=O)c1cc2c(c3c4cc(C)ccc4n(S(=O)(=O)c4ccc(OC)cc4)c13)C(=O)N(Cc1ccccc1)C2	0	-14
C[C@H](NC(=O)C[C@@H]1C[C@@H]2c3cc(NC(=O)C4CCC4)ccc3O[C@@H]2[C@@H](CO)O1)c1ccccc1	3	4
CC(=O)C1CN(S(=O)(=O)c2ccc(C)cc2)C(c2ccccc2)CC1C (stereo not drawn)	4	-25
CC(C)[C@H](NC(=O)CC1CCCC1)C(=O)N1CCC[C@H]1C(=O)NCc1ccccc1	1	-43
CN(c1cccnc1)c1ccc(NC(=O)Cc2cn(Cc3ccccc3)c3ccccc23)cc1Br	0	5
C=CCN1[C@@H](C)[C@H](c2ccccc2)Oc2cccc(N3CCCC(C)C3)c2S1(=O)=O (stereo partly drawn)	16	-25
NC(Cc1ccc(O)cc1)C(=O)NN=Cc1ccccc1Cl (stereo not drawn)	2	-12
COc1ccc(C2=Nc3ccccc3N(C(=O)c3ccncc3)C2C(=O)NC(C)(C)C)cc1 (stereo not drawn)	4	-9
COc1ccc(O)cc1CN1CCN(c2ncc(Cc3ccccc3)cn2)CC1	3	-7
CCCCNC(=O)C[C@@H]1C[C@@]2(C(=O)OCC)CCCC=C2N(CCc2ccc(OC)c(OC)c2)C1=O	1	-25
CCc1c(-c2ccc(Br)cc2)ncn1CCc1ccccc1OC	24	12
COc1ccc(CCN2CCC(CN3C(=S)NC[C@@H]3Cc3ccccc3)CC2)cc1OC	1	-2
CC(C)(C)OC(=O)N1O[C@H]2C=C[C@@H]1C2	0	0
O=C(NCCCCC(NC(=O)c1ccccc1)C(=O)O)OCc1ccccc1 (stereo not drawn)	1	5
N#CCC1(O)C(=O)Nc2ccccc21 (stereo not drawn)	0	-5

Gathered by group: the compounds so far with a tert-butyl group (5)
SMILES	TAAR1 agonist	TAAR1 antagonist
COC(=O)[C@]12C[C@H](CC(=O)N3CCSCC3)C(=O)N(Cc3ccc4c(c3)OCO4)C1=C[C@H](C(C)(C)C)O[C@@H]2C	0	-16
CCCCCCCCN1C(=O)[C@@H](CC(=O)N2CCCCC2)C[C@@]2(C(=O)OC)C1=C[C@H](C(C)(C)C)O[C@@H]2C	-2	-24
CC(C)(C)C(=O)c1c(N)[nH]c(C(=O)c2ccccc2)c1-c1ccccc1	9	-8
COc1ccc(C2=Nc3ccccc3N(C(=O)c3ccncc3)C2C(=O)NC(C)(C)C)cc1 (stereo not drawn)	4	-9
CC(C)(C)OC(=O)N1O[C@H]2C=C[C@@H]1C2	0	0

More results follow:
SMILES	TAAR1 agonist	TAAR1 antagonist
CN(C)Cc1c(C(C)(C)O)[nH]c2ccccc12	0	-7
CCOC(=O)c1cnc2c3c(noc13)CCC2	1	-13
C[C@H](O)[C@@H]1C(=O)N2CCc3c([nH]c4c(-c5ccccc5)cccc34)[C@@H]2C[C@@H]1N(C)CC1CCCCC1	0	36
COCCNC(=S)N(C)[C@H]1C[C@H]2c3[nH]c4c(-c5ccc6c(c5)OCO6)cccc4c3CCN2C(=O)[C@H]1[C@H](C)O	15	62*
C[C@H](O)[C@@H]1C(=O)N2CCc3c([nH]c4cccc(-c5ccccc5)c34)[C@@H]2C[C@@H]1N(C)C(=O)NC1CCCCC1	-1	13
COC(=O)C1=C(C)NC2=C(C(=O)CCC2)C1c1cccs1 (stereo not drawn)	4	-18
Cn1c(=O)c2ccccc2n(C)c1=O	1	-13
COc1ccc(C(C(=O)NCc2ccccc2)n2c(=O)c(-c3cc4ccccc4[nH]3)nc3ccccc32)cc1 (stereo not drawn)	0	-1
NC(=O)c1c(N)[nH]c(C(=O)c2ccccc2)c1-c1ccccc1	7	-11
COc1ccc(NC(=O)C(C2CC2)n2c(=O)c(-c3ccco3)nc3ccccc32)cc1 (stereo not drawn)	-1	-12
Cc1cccc(C)c1NC(=O)C(C1CC1)n1c(-c2ccc(-c3ccccc3)cc2)nc2ccccc21 (stereo not drawn)	2	7
Cc1cccc(C)c1NC(=O)C(c1ccncc1)N1CCN(C)CC1 (stereo not drawn)	0	-12
COC(=O)/C=C1\Nc2ccc(Cl)cc2C(=O)NC1=O	0	-16
O=C(OCc1cc(Cl)ccc1OC(F)F)c1cc(S(=O)(=O)O)ccc1O	1	24
CN(C)c1ccc(N(C)C)c(C(O)(c2ccccc2)c2ccccc2)c1	2	5
CCCN(C(=O)C1CCCN(c2ncnc3c2nc2n3CCCCC2)C1)c1ccccc1C (stereo not drawn)	2	4
O=C(NCc1ccccc1)[C@@H]1CCCN1C(=O)[C@H]1CCCN1C(=O)c1ccc(Cl)cc1	0	-29
C[C@H](CO)N1C[C@H](C)[C@@H](CN(C)C(=O)Nc2ccccc2F)OCc2cn(nn2)CCCC1=O	1	7
S=C1NCCOc2ccccc21	1	-26

2 of the compounds above, bar-delimited.
compound | TAAR1 agonist | TAAR1 antagonist
COc1ccc(O)cc1CN1CCN(c2ncc(Cc3ccccc3)cn2)CC1 | 3 | -7
CN(CCO)C(=O)c1nc[nH]c1C(=O)N1CCN(c2ccccc2)CC1 | 0 | -7

Looked up above:
TAAR1 antagonist with COC(=O)c1cc2c(c3c4ccccc4n(S(=O)(=O)c4ccc(C)cc4)c13)C(=O)N(CC(C)C)C2 = -45
TAAR1 antagonist with COc1ccc(C(C(=O)NCc2ccccc2)n2c(=O)c(-c3cc4ccccc4[nH]3)nc3ccccc32)cc1 (stereo not drawn) = -1
